# Screening data deposited in PubChem BioAssay by Broad Institute.
# E-sel inducer: induces E-selectin expression in human endothelial cells; P16581; HUVEC E-selectin immunofluorescence imaging; normalized: neutral wells 0, TNF-alpha wells 100; activation, % at 7.58 µM; actives 0.37% (n = 260,000); AID 686992;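 active = mean E-selectin-positive cell signal at least 10% of the positive control, reached in at least 60% of replicates, without over 20% cell loss; inconclusive = no rule given, readout overlaps actives, possibly toxicity-flagged; inactive = the rest, including those meeting only one limit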;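 note: in these data hits start at about 27%; measured in HUVEC primary endothelial cells; signal is the percent of cells scored E-selectin positive by PE staining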
#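 System: HUVEC, human umbilical vein endothelial cells; quantity: 3,000 cells/well; buffer or medium: EGM-2 medium, gelatin-coated wells; dosing: single-point compound dose; detection: immunofluorescence imaging; evaluation: % PE-positive cells; benchmarks: TNF-alpha, DMSO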
# PglD inh: blocks C. jejuni PglD acetyltransferase activity; actives 0.098% (n = 360,000); inhibition, % at 12.5 µM; purified PglD enzyme, DTNB colorimetric CoA detection; AID 602405; in the data active = inhibition above about 16%, passing the limit was not always enough; inconclusive = no clear call, values can overlap the other calls; note: strong numbers were not always called active
# ERp5 block: ERp5 (human) disulfide isomerase inhibition; actives 0.05% (n = 350,000); AID 651711; ERp5 insulin aggregation, absorbance 650 nm, 90 min; inhibition, % at 9.99 µM; Q15084;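 active = mean replicate inhibition above about 25%, with every replicate also reaching it, limit read from the data, passing the limit was not always enough; inconclusive = only one of those two criteria met; inactive = neither criterion met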
# Target sequence (Q15084 whole entry, looked up): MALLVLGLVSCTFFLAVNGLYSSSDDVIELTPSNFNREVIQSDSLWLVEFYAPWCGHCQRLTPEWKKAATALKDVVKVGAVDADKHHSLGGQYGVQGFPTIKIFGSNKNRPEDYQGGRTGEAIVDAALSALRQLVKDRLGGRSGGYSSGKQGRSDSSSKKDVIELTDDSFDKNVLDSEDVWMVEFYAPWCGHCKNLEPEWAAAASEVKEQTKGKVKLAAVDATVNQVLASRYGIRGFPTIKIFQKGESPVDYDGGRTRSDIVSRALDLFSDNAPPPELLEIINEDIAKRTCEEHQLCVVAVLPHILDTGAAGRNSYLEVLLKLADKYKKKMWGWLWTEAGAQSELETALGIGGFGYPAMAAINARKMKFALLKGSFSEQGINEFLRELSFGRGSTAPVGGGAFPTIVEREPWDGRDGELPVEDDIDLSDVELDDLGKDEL
# S100A4 MyoIIA: inhibitors of human S100A4 binding to myosin IIA peptide; P26447; S100A4/TAMRA-MyoIIA peptide fluorescence polarization; inhibition, % at 10.7 µM; actives 0.14% (n = 360,000); AID 652163;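 active = mean inhibition of at least 70% across replicates, with every replicate also reaching that level; inconclusive = mean inhibition reaches 70% but some replicates fall short; inactive = mean inhibition below 70%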
# Target sequence (P26447 whole entry, looked up): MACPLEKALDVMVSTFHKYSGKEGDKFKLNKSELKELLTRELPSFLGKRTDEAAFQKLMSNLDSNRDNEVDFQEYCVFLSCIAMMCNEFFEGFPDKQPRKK
#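 Assay system: human S100A4 monomer with TAMRA-labelled myosin IIA peptide / Buffer or medium: Calcium-containing HEPES buffer, pH 7.2 / Reagent: TAMRA-labelled myosin IIA heavy-chain peptide probe, 5 nM / Compound: one dose per compound / Timing: polarization read 5 min after assay mix addition, stable 5–60 min / Benchmarks: neutral control DMSO, positive control TFP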
# DENV2 CPE: inhibitors of DENV2 cytopathic effect; AID 651640; CPE inhibition, % at 9.99 µM; DENV2-infected cells, cytopathic effect rescue, plate reader; actives 1.7% (n = 350,000); in the data active = CPE inhibition above about 20%, passing the limit was not always enough; inconclusive = no clear call, values can overlap the other calls; tested in BHK-21 cells;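 note: 0% = median of neutral control wells and 100% = median of positive control wells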
# SIRT5 inh: blocks human SIRT5 desuccinylation of peptide; Purified SirT5, succinyl-peptide AMC, trypsin-coupled fluorescence; inhibition, % at 15 µM; actives 1.1% (n = 330,000); AID 652115; in the data active = inhibition above about 15%; inconclusive = no clear call, values can overlap the other calls
# Target sequence (Q9NXA8 whole entry, looked up): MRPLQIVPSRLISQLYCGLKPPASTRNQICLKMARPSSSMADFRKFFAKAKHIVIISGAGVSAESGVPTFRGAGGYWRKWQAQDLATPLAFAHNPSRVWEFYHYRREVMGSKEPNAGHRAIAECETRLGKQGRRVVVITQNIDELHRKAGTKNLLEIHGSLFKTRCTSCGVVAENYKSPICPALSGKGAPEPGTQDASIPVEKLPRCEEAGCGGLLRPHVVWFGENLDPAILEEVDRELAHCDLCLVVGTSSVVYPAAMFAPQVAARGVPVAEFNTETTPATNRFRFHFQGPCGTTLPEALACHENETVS
# Statin myotox sup: suppressors of simvastatin-induced myotoxicity in C2C12 myotubes; ATP luminescence, 48 h; scaled: DMSO 0, geranylgeraniol control 100; AID 602340; actives 0.78% (n = 330,000); rescue of ATP level, % at 7.49 µM;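 active = mean ATP rescue above about 67%, or every replicate alone reaching that limit, limit read from the data, passing the limit was not always enough; inconclusive = no clear call, values can overlap the other calls; inactive = mean under the limit and some replicate under it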;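 note: myotubes were challenged with 10 µM simvastatin during compound exposure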
# Numbers without * were called inactive; ? = inconclusive; . = not tested or not shown; & = joins results of further samples. Not all compounds are listed; rates above refer to the full screens.
# The line under a structure holds: S100A4 MyoIIA	E-sel inducer	Statin myotox sup	PglD inh	DENV2 CPE	SIRT5 inh	ERp5 block
- C[C@@H]1CN([C@@H](C)CO)C(=O)c2cc(C#Cc3ccccc3)cnc2O[C@@H]1CN(C)S(=O)(=O)c1ccccc1F
  -3	0.3	-224	-1	7	-1	2
- COc1ccccc1C(=O)Nc1ccccc1C(=O)Nc1ccccc1
  4	.	.	-3	-3	-4	-5
- COCC(=O)N1CC2(C1)CN(Cc1ccccn1)[C@H](CO)c1[nH]c3cc(OC)ccc3c12
  1	-0.1	.	.	?	1	-3
- O=C(NC1CCCCC1)C(c1ccc(C(F)(F)F)cc1)n1c(=O)c(-c2cc3ccccc3[nH]2)nc2ccccc21 (stereo not drawn)
  9	0.7	.	.	-7	3	3
- C[C@@H]1CCCCO[C@H](CN(C)S(=O)(=O)c2ccccc2)[C@H](C)CN([C@H](C)CO)C(=O)c2cc(NS(=O)(=O)c3ccc(Cl)cc3)ccc2O1
  2	0.2	.	-1	7	6	0
- CC(NC(=O)CCC(=O)c1ccc(F)cc1)C1CC2CCC1C2 (stereo not drawn)
  7	.	3	-3	-5	0	2
- Cc1cc(C(=O)Nc2ccc(N3CCOCC3)c3nonc23)ccc1[N+](=O)[O-]
  -9	.	-84	-4	12	-1	0
- Nc1n[nH]c2cc(=O)n(-c3cccc(C(F)(F)F)c3)nc12
  -1	-0.3	9	0	-2	1	-2
- Cc1cccc(C)c1NC(=O)C1(C)CN(S(C)(=O)=O)CC(=O)N1CCc1ccc(O)cc1 (stereo not drawn)
  -3	-3.5	.	.	-3	2	3
- CCOC(=O)C1=C(C)N(C[C@@H]2CC[C@@H](Cc3ccc(-c4ccccc4)cc3)O2)C(=O)NC1c1cccc2ccccc12 (stereo partly drawn)
  -2	0.0	-10	-3	?	-4	-2
- CNC[C@H]1Oc2ccc(NC(=O)c3ccncc3)cc2CC(=O)N([C@@H](C)CO)C[C@H]1C
  0	0.1	-33	-1	0	11	-5
- Cc1ccc(C)c(NC(=O)c2cc3ccccn3n2)c1
  0	0.7	8	-2	4	-1	-4
- COc1cccc(CNC(=O)c2ccc(C(=O)NCc3cccc(OC)c3)cc2)c1
  -36	-0.2	-8	5	6	-1	3
- C[C@H]1CN([C@@H](C)CO)S(=O)(=O)c2ccc(C3=CCCC3)cc2O[C@@H]1CN(C)S(=O)(=O)c1ccc(F)cc1
  7	0.2	3	10	69*	4	3
- Cc1noc(C)c1NC(=O)Nc1ccc2c(c1)CC(=O)N([C@@H](C)CO)C[C@H](C)[C@@H](CN(C)C(=O)NC1CCCCC1)O2
  -8	0.0	-19	0	-2	-4	21
- CCCCNC(=O)c1cc(-c2ccc(OC)c(OC)c2)on1
  3	0.0	16	0	-2	-3	15
- Cc1ccc(S(=O)(=O)N2CCOCC2)cc1NC(=O)COc1ccc2c(C)cc(=O)oc2c1
  -3	-1.7	.	-4	-8	-5	-3
- c1ccc(COc2ncnc3c2ncn3CCCNCC(c2ccccc2)c2ccccc2)cc1
  1	1.0	-17	-1	-3	.	0
- O=C1CC(=O)Nc2cc(S(=O)(=O)Nc3cccc(C(F)(F)F)c3)ccc2N1
  2	-1.1	9	-2	-3	-2	13
- NC(=S)NN=C1CCCC(C(F)(F)F)C1 (stereo not drawn)
  -5	0.1	.	.	7	-2	-3
- Cc1ccc(NC(=O)C2CCN(c3cnccn3)CC2)cc1C
  -18	0.8	.	.	9	0	-2
- CCc1cc(=O)oc2cc(C)cc(OC(C)C(=O)NCC(O)c3ccccc3)c12 (stereo not drawn)
  -9	-0.8	-10	-2	6	-14	-9
- COc1ccc(NC(=O)Nc2ccc3c(c2)CC(=O)N([C@@H](C)CO)C[C@H](C)[C@@H](CN(C)S(=O)(=O)c2ccc(F)cc2)O3)cc1
  -1	-0.1	26	1	0	9	1
- CCOC(=O)c1oc2ccccc2c1NC(=O)C(C)(C)C
  -5	1.6	.	.	-1	-4	-2
- COc1ccc(N2CCN(C(=O)CNC(=O)c3cn(-c4ccccc4OC)c(=O)c4ccccc34)CC2)cc1
  -13	.	.	.	3	-7	0
- O=C(CN1CCN(c2ccc(O)cc2)CC1)Nc1cc(S(=O)(=O)N2CCCCC2)ccc1Cl
  1	-1.6	.	.	6	.	4
- O=S(=O)(NCc1cccnc1)c1ccc(Cl)c2ccccc12
  0	27*	-2	8	19	-5	4
- Cc1[nH][nH]c(=O)c1N=Nc1ccc(F)cc1
  1	-0.1	-1	-9	?	-4	4
- COc1cc2c(cc1OC)CN(C(=O)c1cc(S(=O)(=O)N3CCOCC3)c(Cl)cc1Cl)CC2
  2	-0.4	-3	3	-1	-5	2
- COCC#Cc1ccc2c(c1)O[C@H](CN(C)C(=O)C1CCC1)[C@@H](C)CN([C@H](C)CO)S2(=O)=O
  -1	0.9	-2	1	-9	1	2
- O=C(Nc1ccc(Cl)cc1)N[C@H]1CC[C@@H](CCn2cc(C3(O)CCCC3)nn2)O[C@@H]1CO
  -31	2.8	-10	3	19	2	0
- COCc1cn(CC[C@@H]2CC[C@@H](NC(=O)c3ccccc3)[C@H](CO)O2)nn1
  -16	1.9	-4	-8	-8	1	-9
- CCOc1ccc2nc3sc(C(=O)N4CCN(C)CC4)c(N)c3cc2c1
  .	0.6	-25	-1	.	.	.
- CO[C@H]1CN(C)C(=O)c2cc(NC(C)=O)ccc2OC[C@H](C)N(C(=O)c2cccnc2)C[C@H]1C
  -10	0.0	-13	4	-3	-3	2
- CCOc1ccc(C(=O)NCCC2=CCCCC2)cc1OCC
  -2	.	.	.	0	1	-1
- CCC(C(=O)OCC(=O)Nc1ccc(C)c(S(=O)(=O)N2CCOCC2)c1)c1ccccc1 (stereo not drawn)
  -2	0.4	13	-4	10	1	-7
- O=C(C[C@@H]1CC[C@@H]2[C@H](COC[C@@H](O)CN2CCC(F)(F)F)O1)NCC1CCCCC1
  .	-0.1	8	11	0	.	.
- C[C@H]1CCCCO[C@H](CN(C)S(=O)(=O)c2ccc(F)cc2)[C@@H](C)CN([C@@H](C)CO)C(=O)c2cc(NC(=O)C3CCCCC3)ccc2O1
  -12	0.0	.	-4	-10	10	1
- COCCCNC(=S)N/N=C/c1ccccc1O
  -2	.	-2	.	3	1	1
- COc1cccc(CNC(=O)[C@H]2[C@H](CO)[C@H]3Cn4c(ccc(-c5ccncc5)c4=O)[C@@H]2N3C(C)=O)c1
  3	-0.2	-5	0	-8	-26	2
- C[C@@H]1CN([C@@H](C)CO)C(=O)c2cccc(NC(=O)c3nc4ccccc4s3)c2O[C@H]1CN(C)C(=O)NC1CCCCC1
  7	-5.3	-10	-4	3	6	-1
- COc1ccc(Cl)cc1C(=O)Nc1ccc(S(N)(=O)=O)cc1
  -13	.	-8	-2	4	-3	-4
- CC(=O)N(C)C[C@H]1[C@H](c2ccc(-c3cccnc3)cc2)[C@@H](CO)N1C(=O)C1CC1
  4	0.0	-5	4	3	1	-2
- CC(=O)/C(=C/N(C)C)C(=O)Nc1ccc(Cl)cc1Cl
  4	.	.	.	-5	-5	5
- Cc1ccc(NC(=S)N2CCC(O)CC2)c(C)c1
  8	.	.	.	6	0	3
- CC(C)(C)[C@@H]1C=C(C(=O)N2CCOCC2)O[C@H](OCc2ccc(CO)cc2)C1
  -39&2	1.7	-7	-2&1	-1&-2	0&-10	-7&-2
- Cc1ccc(-c2c(C)n([O-])c3c([n+]2=O)CCCC3)cc1
  -3	.	.	.	-10	1	-5
- COC(=O)CC1C(=O)NCCN1C(=O)CSc1nnnn1-c1ccc(OC)cc1 (stereo not drawn)
  1	.	.	.	.	2	-1
- O=C(C[C@H]1CC[C@H]2NC[C@H](O)COC[C@@H]2O1)NC1Cc2ccccc2C1
  -2	-0.1	6	-1	-7	-7	-2
- O=C(CSc1nc(O)c(Cc2ccccc2)c(=O)[nH]1)Nc1nnc(SCc2ccccc2)s1
  -2	.	1	8	1	.	6
- Cc1cc(NC(=O)COC(=O)C2CC(=O)N(c3ccc(Br)cc3)C2)no1 (stereo not drawn)
  8	.	14	-5	-1	0	-1
- O=C(NNC(=S)Nc1ccc(F)cc1)c1cccc([N+](=O)[O-])c1
  -4	0.7	6	-5	-3	-2	-5
- CC(C(=O)N1CCN(c2ccc([N+](=O)[O-])cc2)CC1)N1C(=O)C2CC=CCC2C1=O (stereo not drawn)
  -3	0.9	.	.	5	4	-7
- CCn1nc(C)c(Br)c1-c1nc(CS(=O)(=O)c2ccsc2)no1
  -3	-0.1	0	0	-2	-3	3
- COc1cc(NC(=O)CCN2CCOCC2)cc(OC)c1
  0	0.1	-3	-2	-4	-7	2
- CCCC(=O)Nc1c2c(nn1-c1ccc(C)cc1)CS(=O)(=O)C2
  -12	0.3	-4	-3	10	-4	1
- O=C(NCC[C@H]1CC[C@H](NS(=O)(=O)c2cccc(F)c2)[C@H](CO)O1)C1CCCC1
  2	-0.1	0	2	9	.	2
- OC[C@@H]1[C@H](c2ccc(-c3ccccc3)cc2)[C@@H]2CN(Cc3ccccn3)CCCCN12
  0	-0.4	.	8	-5	-4	0
- COC(=O)CCCCCCCC(=O)Nc1nnc(C(F)(F)F)s1
  -2	0.5	7	.	0	-3	3
- Cc1cc(N=Nc2ccc(Cl)cc2)cc(CN2CCOCC2)c1O
  -8	.	8	-5	15	-1	2

# (list continues)
# The line under a structure holds: S100A4 MyoIIA	E-sel inducer	Statin myotox sup	PglD inh	DENV2 CPE	SIRT5 inh	ERp5 block
- O=C(Nc1ccnn1C1CCN(Cc2cccc(F)c2F)CC1)C1CCCC1
  -4	.	2	-2	4	-1	5
- COC(=O)c1ccc(N2C(=O)C3CC=CC(C)C3C2=O)cc1 (stereo not drawn)
  -5	.	-3	4	4	.	0
- COc1ccc(OCCNC(=O)c2ccc(C)cc2)cc1
  -3	0.4	-1	1	11	-2	-7
- CCc1ccccc1-n1nnc(-c2ccccc2)n1
  -16	0.3	4	-4	-4	-1	0
- Nc1nc2sc3c(c2c(=O)s1)CCCC3
  -3	.	22	5	-6	-4	3
- COc1ccc(C(CNC(=O)CCNC(=O)c2ccccc2OC)N2CCCC2)cc1 (stereo not drawn)
  -2	-0.1	.	.	.	-3	-7
- COc1ccc(C(=O)CN2C(=O)NC3(CCc4ccccc43)C2=O)cc1 (stereo not drawn)
  -3	.	-11	3	?	-1	-1
- CC1CN(CCCOc2ccccc2-c2ccccc2)CC(C)O1 (stereo not drawn)
  3	0.0	.	.	10	-1	-2
- COc1ccc(S(=O)(=O)Nc2ccc3c(c2)C(=O)N([C@H](C)CO)C[C@H](C)[C@@H](CN(C)Cc2ccc(C(=O)Nc4ccccc4N)cc2)O3)cc1
  -7	0.1	.	.	-3	6	-7
- COc1cccc(C(=O)COc2ccc(NC(=O)c3ccccc3)cc2)c1
  -3	0.0	-2	2	3	-4	-1
- C[C@H]1CN([C@@H](C)CO)C(=O)Cc2cc(NC(=O)Nc3ccc4c(c3)OCO4)ccc2O[C@@H]1CN(C)Cc1ccncc1
  7	.	11	5	5	-4	4
- COc1ccc(Cl)cc1C(=O)n1cnc2ccccc21
  -1	0.1	6	2	1	1	1
- CC1CN(Cc2cc(=O)oc3cc(O)ccc23)CC(C)O1 (stereo not drawn)
  -3	.	-23	6	1	-26	-7
- O=C1NC(c2ccccc2)=CC(c2ccccc2O)N1 (stereo not drawn)
  -3	0.4	2	-2	145*	.	1
